Screening data from PubChem.
SENP8 block – human SENP8 protease inhibitors, primary screen, biochemical, fluorescence, Nedd8 protein substrate, uHTS; Sentrin-specific protease 8 (Homo sapiens), Q96LD8; recombinant SENP8; inhibition, % at 20 µM; actives 0.64% (n = 360,000); in the data active means inhibition mostly above about 40%, no sharp cut-off; inactive means mostly below about 27%
Target sequence (Q96LD8 whole entry, looked up): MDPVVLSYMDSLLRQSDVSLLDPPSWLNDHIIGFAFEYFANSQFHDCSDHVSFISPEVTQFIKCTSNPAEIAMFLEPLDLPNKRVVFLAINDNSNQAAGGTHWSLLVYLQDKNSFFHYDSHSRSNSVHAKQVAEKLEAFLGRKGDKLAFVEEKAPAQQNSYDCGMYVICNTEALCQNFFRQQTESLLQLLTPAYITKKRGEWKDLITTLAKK
hIAP act – human IAP activators, primary screen, biochemical, luminescence, uHTS; Intestinal-type alkaline phosphatase (Homo sapiens), P09923; purified human IAP, CDP-Star luminescence, 30 min; stronger effect = higher value; 1 = vehicle-only enzyme, 0 = enzyme-free background; activation factor at 10 µM; actives 0.16% (n = 330,000); AID 2524, 2010;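 active means activation factor of the enzyme at least 2-fold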; further: the source names both 10 and 20 µM as test concentration; values of inactives mirror those of a sister screen read the other way
SENP6 inh – SENP6 protease inhibitors, primary screen, biochemical, luminescence, uHTS; Sentrin-specific protease 6 (Homo sapiens), Q9GZR1; inhibition, % at 10 µM; Recombinant SENP6 catalytic domain, aminoluciferin luminescence; actives 1.8% (n = 330,000);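 active means inhibition above about 50% at the single tested dose, limit read from the data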;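 further: plate controls were DMSO wells with enzyme for no effect and DMSO wells lacking enzyme for full effect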
Target sequence (Q9GZR1 628-1112 limits assumed): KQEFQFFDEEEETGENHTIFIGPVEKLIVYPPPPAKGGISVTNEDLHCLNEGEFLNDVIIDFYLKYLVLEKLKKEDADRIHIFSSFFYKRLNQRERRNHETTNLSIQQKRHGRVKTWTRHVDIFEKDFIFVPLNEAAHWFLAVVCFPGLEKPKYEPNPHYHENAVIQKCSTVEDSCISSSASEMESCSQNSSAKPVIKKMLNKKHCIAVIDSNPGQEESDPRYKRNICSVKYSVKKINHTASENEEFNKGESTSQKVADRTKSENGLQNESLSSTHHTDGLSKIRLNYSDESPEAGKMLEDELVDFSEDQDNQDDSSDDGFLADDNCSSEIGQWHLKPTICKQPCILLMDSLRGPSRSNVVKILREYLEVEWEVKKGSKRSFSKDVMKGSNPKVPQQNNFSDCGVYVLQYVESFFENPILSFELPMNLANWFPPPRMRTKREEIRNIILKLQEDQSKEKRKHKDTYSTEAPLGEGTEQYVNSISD
SENP1 inh – human SENP1 catalytic domain inhibitors, primary screen, biochemical, FRET, uHTS | actives 0.21% (n = 360,000) | AID 624204, 2012 | Sentrin-specific protease 1 (Homo sapiens), Q9P0U3 | inhibition, % at 10 µM | recombinant SENP1 catalytic domain, CyPet-SUMO1-YPet FRET cleavage;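 active means inhibition at least 30% at 10 µM, raw YFP signal under a set limit, fluorescence ratio 0.5 to 1.5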;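 further: 0% = enzyme with DMSO and 100% = no enzyme wells; some results filed as inactive read as strong as hits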
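Test system: recombinant human SENP1 catalytic domain, His6-tagged / Medium: pH 8 Tris buffer with EDTA, NaCl, BME, BSA, NP40, catalase / Also added: SUMO1 FRET substrate flanked by Cypet and Ypet, 25 nM / Times: 50 min reaction at room temperature / Signal: FRET, CFP and YFP emission / Control set: no-enzyme low control and enzyme-plus-DMSO high control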
MPTP block – mitochondrial permeability transition pore inhibitors, primary screen, biochemical, isolated mouse mitochondria, absorbance; actives 1.4% (n = 360,000); inhibition, % at 10 µM; Ca2+ swelling absorbance, 30 min; AID 602449, 2012;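 active means inhibition of 50% or more, scaled per plate between neutral and stimulator controls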;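 further: 0% = DMSO wells given calcium and 100% = 1 mM EGTA wells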
PfG6PD inh – PfG6PD enzyme inhibitors, primary screen, biochemical, fluorescence intensity, uHTS; glucose-6-phosphate dehydrogenase-6-phosphogluconolactonase (Plasmodium falciparum 3D7); PfGluPho enzyme, NADPH resazurin-diaphorase fluorescence; inhibition, % at 20 µM; actives 0.78% (n = 350,000);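 active means inhibition reaching at least a set limit at 20 µM in the primary screen, cut at about 59% in these data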;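 further: 0% = DMSO wells with substrate and 100% = DMSO wells lacking glucose-6-phosphate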
ATG4B inh – ATG4B protease inhibitors, primary screen, biochemical, fluorescence, uHTS; Cysteine protease ATG4B (Homo sapiens), Q9Y4P1; ATG4B cleavage of LC3-PLA2, NBD-HPC fluorescence, 1 h; inhibition, % at 8.33 µM; actives 0.51% (n = 340,000); AID 504462, 2011; in the data active means inhibition above about 40%
Target sequence (Q9Y4P1 whole entry, looked up): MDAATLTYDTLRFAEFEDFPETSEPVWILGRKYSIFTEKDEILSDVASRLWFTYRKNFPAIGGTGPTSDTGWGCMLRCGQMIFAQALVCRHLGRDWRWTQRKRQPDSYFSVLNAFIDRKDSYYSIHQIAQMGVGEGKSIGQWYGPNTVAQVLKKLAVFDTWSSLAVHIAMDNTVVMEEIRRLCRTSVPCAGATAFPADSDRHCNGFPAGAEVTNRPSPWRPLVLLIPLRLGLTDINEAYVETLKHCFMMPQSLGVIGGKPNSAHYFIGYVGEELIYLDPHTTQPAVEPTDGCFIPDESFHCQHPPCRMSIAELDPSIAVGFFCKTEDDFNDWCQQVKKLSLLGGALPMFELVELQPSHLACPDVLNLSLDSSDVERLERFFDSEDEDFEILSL
NR3A LBD binder – binders of NR3A ligand-binding domain, primary screen, biophysical, differential scanning fluorimetry, uHTS; Glutamate receptor ionotropic, NMDA 3A (GRIN3A) ligand-binding domain; actives 2.5% (n = 340,000); AID 1259313, 2017; Tm shift relative to glycine control, % at 25 µM; NR3A LBD differential scanning fluorimetry, Tm shift; 0% = protein alone, 100% = glycine-bound protein;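 active means melting temperature shift of at least 10% of the positive control shift, at one fixed dose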
* marks the source's active call; other numbers are inactive results; / = not tested or not shown.

SMILES	SENP8 block	hIAP act	SENP6 inh	SENP1 inh	MPTP block	PfG6PD inh	ATG4B inh	NR3A LBD binder
CCC(=NCC1CCCO1)c1c(O)n(-c2ccc(OC)cc2)c(=O)[nH]c1=O (configuration not stated)	1	1	-10	1	0.6	-3	5	-3
CCC(=NCC1CCCO1)c1c(O)n(-c2ccccc2)c(=O)[nH]c1=O (configuration not stated)	15	1.2	-9	2	1.0	-19	-17	1
CC(C)(C)NC(=O)C1CC2CCCCC2CN1 (configuration not stated)	20	0.93	-4	-2	-1.8	-22	2	-1
CC(=NCc1cccnc1)c1c(O)n(C2CCCCC2)c(=O)[nH]c1=O	7	0.8	7	-1	-0.5	-4	-3	0
COc1ccccc1N1CCNCC1	5	/	/	1	0.2	4	6	1
Fc1ccc2c(c1)nnn2C1CCN(Cc2c(Cl)cccc2Cl)CC1	4	0.99	-9	-2	0.1	7	1	2
Cc1nn(Cc2ccccc2Cl)c(C)c1C(=O)OCC(=O)NC1CCS(=O)(=O)C1 (configuration not stated)	3	1	-52	1	-0.7	-27	10	2
O=C(/C=C/C=C/c1ccccc1)CC1(O)C(=O)Nc2ccccc21 (configuration not stated)	-11	0.9	-1	-4	0.3	16	-4	0
CC(C)N1C(=O)CC2(CC[N+](C)(CCOC(=O)C(O)(c3ccccc3)c3ccccc3)CC2)C1=O (configuration not stated)	8	1.2	-1	3	0.8	-22	7	-11
CC12CCC3c4ccc(OP(=O)(N5CC5)N5CC5)cc4CCC3C1CCC2=O (configuration not stated)	14	/	/	0	-0.1	2	-5	-2
C[C@]12CC[C@H](O)CC1=CCC1C2CC[C@]2(C)C(=O)[C@H](Br)CC12 (some centres not stated)	9	0.95	-7	-25	0.6	20	1	14*
O=C1C(=Cc2ccccc2)N2CCC1CC2	17	/	/	1	-2.0	1	3	0
CC(=NCc1cccnc1)c1c(O)n(-c2ccccc2)c(=O)[nH]c1=O	13	0.95	-4	0	-0.5	-6	-2	-1
CC1=C(C(=O)Nc2ccccc2)S(=O)(=O)CCO1	12	1.1	-22	4	0.3	-6	6	1
CN1CCN(c2ccc(C(N)=O)cc2[N+](=O)[O-])CC1	24	0.98	-10	2	-1.3	-9	9	3
CCOC(=O)c1cnc(SCc2ccc(Cl)c(Cl)c2)nc1N1CC1	-32	/	/	-4	0.2	18	5	-3
COC(=O)C1=C(c2ccccc2)C[C@@H]2CC[C@H]1N2C(=O)NCc1ccccc1	11	0.86	-6	3	-0.6	-13	-2	0
CC(=NCc1ccc2c(c1)OCO2)c1c(O)n(-c2ccccc2)c(=O)[nH]c1=O	8	1.1	-14	4	0.5	1	-10	-1
CC12CCC3c4ccc(OC(=O)N(CCCl)CCCl)cc4CCC3C1CCC2O (configuration not stated)	-4	/	/	0	2.6	31	-5	1
Fc1ccc(Cn2nnnc2C(c2ccc(Cl)cc2)N2CC=C(c3ccc(F)cc3)CC2)cc1 (configuration not stated)	-6	0.92	-6	0	25	1	-6	2
COC(=O)C1=C(c2ccc(OC(F)(F)F)cc2)C[C@@H]2CC[C@H]1N2C(=O)NC1Cc2ccccc2C1	14	1	-5	0	0.3	8	11	1
COc1ccccc1C1CC2CCC(C1OC(C)=O)N2Cc1ccccc1 (configuration not stated)	14	1.2	16	0	-0.5	15	4	2
CCCC12CN3CC(CCC)(CN(C1)C3c1ccccn1)C2=O (configuration not stated)	19	1.3	3	-1	-1.4	-16	9	-1
Cc1c(Cl)cccc1NC(=S)N1CC2CC(C1)c1cccc(=O)n1C2 (configuration not stated)	12	0.9	11	-1	-0.9	8	-2	-4
O=c1ccc2cc3ccoc3c(O)c2o1	1	0.97	-22	-21	0.0	22	-4	1
CN(C)c1cccc2c(C#N)ccc(N(C)C)c12	-21	0.96	-10	-7	0.3	8	9	2
O=c1c2ccccc2nc(C[n+]2ccccc2)n1-c1cccc(C(F)(F)F)c1	-1	0.89	-5	-1	-1.0	-16	4	-1
Cc1cc(C)nc(-n2c(C)nc3cc(Cl)ccc3c2=O)c1	20	1.2	4	0	-0.2	-7	2	0
O=Cc1cn(CCCOc2ccccc2)c2ccccc12	14	1	-20	1	3.9	37	26	2
COc1ccccc1NC(=O)N1C[C@@H]2C[C@@H](C1)c1cccc(=O)n1C2	21	0.89	-10	0	-1.5	2	-9	0
CN1C(=O)C(=Cc2ccc(Sc3ccccc3)o2)C(=O)N(C)C1=O	11	0.95	-5	1	8.3	33	-5	3
NP(=O)(Oc1ccccc1)c1ccccc1 (configuration not stated)	5	/	/	2	-0.6	10	0	-1
CN1CC(C#N)C2(O)c3ccccc3CCC2C1 (configuration not stated)	8	1.2	-1	4	0.0	-13	-9	-1
CCOC(=O)C1C2c3ccccc3O[C@@]1(C)N=C1SCC(=O)N12 (some centres not stated)	6	1	-15	-3	0.2	-3	4	0
CN1CCC(OC(=O)c2cccc(F)c2)CC1	16	0.94	-5	0	-0.1	-11	2	1
c1ccc(CCn2nnnc2CN2CCC(n3nnc4ccccc43)CC2)cc1	11	1	3	2	0.7	-3	-17	-1
O=C(CN1CCOCC1)Nc1ccc(Br)cc1C(=O)c1ccccc1	8	0.88	-18	-38	0.0	-16	10	1
CCN(CC)c1nc2c(C)cccn2c(=O)c1C=C1C(=O)NC(=O)NC1=O	-54	1	0	0	-1.6	-5	-3	1
COc1ccc(CCn2c(O)c(C=NCCCO)c(=O)[nH]c2=O)cc1OC	-126	0.88	-16	1	-5.5	-10	6	0
CCCCn1c(=O)c(C(=O)Nc2ccccc2)c(O)c2ccccc21	-145	1	-3	0	2.7	-2	3	-1
COC(=O)C1=C(c2ccc(-c3ccccc3)c(F)c2)C[C@@H]2CC[C@H]1N2C(=O)N1CCC(C)CC1	8	0.95	20	1	5.2	19	1	4
CCC1C(C#N)=C(N)Oc2c1c(=O)oc1ccccc21 (configuration not stated)	8	0.94	7	1	0.2	-7	-1	2
COc1ccc([C@@H](O)[C@@H](N)c2ccccc2)cc1	17	1.1	-10	0	2.0	-2	1	2
CCOc1ccc(NC(=O)c2ccc(NC(=O)COC(=O)Cc3ccccc3)cc2)cc1	12	0.92	-6	2	0.4	-24	8	17*
CC(C)(C)C(=O)c1cn(CC(=O)NCc2ccco2)c2ccccc12	0	1.1	14	3	0.7	14	-8	1
CN1C(=O)N(C)C(=O)C2(Cc3ccccc3N3CCCC32)C1=O (configuration not stated)	-248	1	6	-100	1.6	3	-6	6
CN1C2CCC1CC(OC(=O)c1ccc(Cl)cc1)C2 (configuration not stated)	14	0.85	6	1	-2.4	-8	-7	-2
C[N+](C)(C)CC#CCOC(=O)Nc1cccc(Cl)c1	-2	1	-12	4	-0.5	2	-3	-1

Taken from above:
Value for COC(=O)C1=C(c2ccc(-c3ccccc3)c(F)c2)C[C@@H]2CC[C@H]1N2C(=O)N1CCC(C)CC1 under SENP1 inh: 1
Value for CC12CCC3c4ccc(OP(=O)(N5CC5)N5CC5)cc4CCC3C1CCC2=O (configuration not stated) under MPTP block: -0.1
Value for CN(C)c1cccc2c(C#N)ccc(N(C)C)c12 under SENP8 block: -21
Value for Cc1cc(C)nc(-n2c(C)nc3cc(Cl)ccc3c2=O)c1 under SENP1 inh: 0
Value for COc1ccccc1C1CC2CCC(C1OC(C)=O)N2Cc1ccccc1 (configuration not stated) under SENP8 block: 14
Value for CCOC(=O)c1cnc(SCc2ccc(Cl)c(Cl)c2)nc1N1CC1 under SENP1 inh: -4

(further entries)
SMILES	SENP8 block	hIAP act	SENP6 inh	SENP1 inh	MPTP block	PfG6PD inh	ATG4B inh	NR3A LBD binder
CCN1CCN(S(=O)(=O)c2cnc(Cl)c(Br)c2)CC1	15	1.1	-5	3	0.8	-1	-1	1
Cc1cc(OCC(=O)N2CCC(C(=O)O)CC2)c2c3c(c(=O)oc2c1)CCCC3	-169	0.89	1	1	0.6	0	-27	-2
c1ccc2c(c1)CC1CNCc3cccc(c31)S2 (configuration not stated)	6	0.97	5	1	4.9	-4	5	-5
COc1ccc(Cn2c(O)c(C=NCCN3CCOCC3)c(=O)[nH]c2=O)cc1	21	1.1	-3	-1	1.5	-10	-10	-2
CCCCCn1c(=O)c(C(=O)NC(C)c2ccccc2)c(O)c2ccccc21 (configuration not stated)	-34	1.3	8	1	2.8	-15	1	-4
CCOP(=O)(OCC)C(NC(=O)c1ccccc1Cl)=C(Cl)Cl	14	1.1	-17	-2	0.4	-2	-12	1
CCCOC(=O)c1c(N)n(Cc2cccs2)c2nc3ccccc3nc12	-284	0.94	5	-73	15	20	-2	-4
Cc1cc(/C=C2\C(=O)NC(=O)N(c3ccc(Cl)cc3)C2=O)c(C)n1-c1cccc(C(=O)O)c1	22	0.79	-4	-16	-0.8	-11	4	-1
COc1cc(C=C2C(=O)NC(=O)NC2=O)cc(OC)c1OC	8	1.2	-11	1	-0.8	-2	-1	4
CCCN(CCC)C(=O)Cc1c(-c2ccc(Cl)cc2)nc2c(Cl)cc(Cl)cn12	-173	1.1	5	0	0.5	-13	-2	0
NCCc1c[nH]c2ccc(OCc3ccccc3)cc12	-64	1.1	-7	-15	-0.6	-8	-21	8
O=C(c1ccccc1)c1cn(CC(=O)N2CCOCC2)c2ccccc12	13	0.95	-11	1	-5.0	10	-7	2

Sorted by SMILES length (falling): 3 of the compounds above
SMILES	SENP8 block	hIAP act	SENP6 inh	SENP1 inh	MPTP block	PfG6PD inh	ATG4B inh	NR3A LBD binder
CCCCCn1c(=O)c(C(=O)NC(C)c2ccccc2)c(O)c2ccccc21 (configuration not stated)	-34	1.3	8	1	2.8	-15	1	-4
COc1cc(C=C2C(=O)NC(=O)NC2=O)cc(OC)c1OC	8	1.2	-11	1	-0.8	-2	-1	4
NCCc1c[nH]c2ccc(OCc3ccccc3)cc12	-64	1.1	-7	-15	-0.6	-8	-21	8

Following part.
SMILES	SENP8 block	hIAP act	SENP6 inh	SENP1 inh	MPTP block	PfG6PD inh	ATG4B inh	NR3A LBD binder
Cc1ncc(CN2CCCC(C(=O)c3sccc3C)C2)s1 (configuration not stated)	8	1.1	-14	4	-4.3	13	-7	-2
CC(=O)Nc1ccc(S(=O)(=O)N2Cc3cnnn3-c3ccccc3C2C#N)cc1 (configuration not stated)	3	/	/	-1	1.4	-12	8	-1
CCOCC1(CCc2ccccc2)C(=O)NC(=S)NC1=O	16	/	/	1	0.7	-4	4	-1
CCCCC(=O)N/N=C/c1c(O)n(-c2cccc3ccccc23)c(=O)[nH]c1=O	14	1.2	-25	1	4.8	-38	1	-1
O=c1[nH]c2c(c(=O)n1C1CCCCC1)CCC2	0	0.8	-11	-1	-1.2	1	7	0
C[C@]12CCC3C(CC[C@H]4C[C@@H](O)[C@H](O)C[C@]34C)C1CC[C@@H]2O (some centres not stated)	17	1	-7	4	1.5	-16	3	-2
O=C(Cc1ccccc1)Oc1ccc(N2C(=O)C3CCCCC3C2=O)cc1 (configuration not stated)	7	1.1	-4	2	1.1	16	5	5
CCN(c1ccc(C(O)(C(=O)OC)C(F)(F)F)cc1)S(=O)(=O)c1ccc(C)cc1 (configuration not stated)	14	1.1	-9	0	-0.1	-2	-3	0
O=C1CC(N2CC2)C(=O)N1c1ccccc1 (configuration not stated)	18	/	/	1	-1.6	10	/	/
CN1CC(Br)C(=O)NC1=O (configuration not stated)	-2	/	/	-2	-2.4	-6	1	0
COC(=O)C1=C(c2ccc(-c3ccccc3)c(F)c2)C[C@@H]2CC[C@H]1N2C(=O)NCc1ccc(F)cc1	6	0.98	-8	2	1.6	12	16	-4
Cc1ccc2cc(C=C(C#N)C#N)c(Cl)nc2c1	-18	1	12	-26	0.7	14	6	-4

Only part of the results is shown, so the mix of outcomes need not match the whole.
